TAG inh: inhibitors of triacylglycerol accumulation; H9c2 cells, Nile Red lipid (TAG) fluorescence; cells loaded with 200 µM oleic acid; 0.66% of 230,000 active; inhibition, % at 12.5 µM;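 active = pattern-corrected inhibition of lipid staining of at least 50% with the nuclear-stain viability signal not falling by more than 50%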;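 note: 0% = DMSO wells and 100% = triacsin C control wells; some results filed as inactive read as strong as hits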
TAG inh DAPI viability: second read-out of TAG inh, no call of its own (marks repeat the call); DAPI nuclei signal change (viability), lower = more cytotoxic, %;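 whole-well DAPI fluorescence read on a plate reader as a viability signal; minus 50 percent equals half of cells still viable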
Active calls of the source: *. This is a subset; rates above refer to the full screens.

mol,TAG inh,TAG inh DAPI viability
N#Cc1ccc(CN2CCN(C(=O)CCNS(=O)(=O)c3ccc(F)c(Cl)c3)CC2)cc1,-1,37
O=[N+]([O-])c1ccc(S(=O)(=O)N2CCN(c3ccccn3)CC2)cc1,-11,-1
O=C(Nc1nccs1)c1csc2c1CCCC2,2,-3
CCCCN1C(=O)C(CC(=O)NCc2ccco2)CC(C(=O)N(CC)CC)=C1C (stereo not given),11,-8
CN(C)c1ccc(C(=O)N2CCNC(=O)C2CC(=O)Nc2ccc(F)cc2)cc1 (stereo not given),-8,1
O=c1cc(-c2ccccc2F)nc(-c2ccccc2F)o1,0,-4
Nc1ccc(C(=O)Nc2ccc3c(O)cc(S(=O)(=O)O)cc3c2)cc1,6,-1
Cc1cc(C(=O)NCC2CCCO2)n(-c2ccccc2)n1 (stereo not given),0,3
C=CCn1c(SCC(=O)NCCc2ccccc2)nc2c([nH]c3ccccc32)c1=O,15,-1
CC1CCc2c(C(=O)N3CCN(S(=O)(=O)c4cccs4)CC3)csc2C1 (stereo not given),-5,-3
O=C(c1ccco1)N1CCN(Cc2nc(-c3cccs3)no2)CC1,18,-10
CCCC(=O)NC(Nc1ccc(S(=O)(=O)Nc2cc(C)on2)cc1)(C(=O)OCC)C(F)(F)F (stereo not given),4,-8
Cc1cc(NC(=O)CN2CCOCC2)n(-c2ccccc2)n1,12,4
O=C(NCc1cn(-c2ccccc2)nc1-c1ccccc1)c1ccc([N+](=O)[O-])cc1,12,2
CC(OC(=O)CN(C)S(=O)(=O)c1ccc(Cl)cc1)C(=O)Nc1ccc(N2CCOCC2)cc1 (stereo not given),2,5
S=c1[nH]nc(-c2cc(-c3ccco3)[nH]n2)n1-c1ccccc1Cl,-15,2
O=C(COC(=O)c1cccc(C(F)(F)F)c1)NC(=O)NC1CCCC1,8,-6
C/C(=N\N(C)C)C1=C(O)c2ccccc2C1=O,16,1
COc1cc2cc(CCOC(=O)c3ccc(C#N)cc3)oc(=O)c2cc1OC,-6,-2
CCc1c(O)nc(SCC(=O)Nc2ccc(Cl)cc2)n(-c2ccccc2)c1=O,-2,-4
CC(=O)Nc1cccc(OCCCNS(=O)(=O)c2ccc(F)cc2)c1,-6,-8
CCOC(=O)Nc1cc(NC(=O)OCC)c(C)nc1C,2,3
O=C(CCS(=O)(=O)c1ccccc1)Nc1nc2c(s1)COc1ccccc1-2,19,2
O=C(NCc1ccccc1)C1=C[C@@H](c2ccc(Br)cc2)C[C@@H](OCc2ccc(CO)cc2)O1,0,-3
COc1ccc(C(=O)Nc2nnc(Cc3cccs3)s2)cc1OC,-1,-3
CCOc1cccc(=O)c2c(C)n(-c3ccc(C(=O)O)cc3)c(C)c12,-4,0
COc1ccc(CCNC(=O)/C=C/C(=O)O)cc1,17,-7
CCCCCn1c(SCc2cccc(C)c2)nc2c1c(=O)[nH]c(=O)n2C,-5,-2
COc1ccc(NC(=S)Nc2ccc(F)cc2)c(OC)c1,-3,3
CCCCCCCC(=O)C(C)C(=O)N(C)[C@H](Cc1ccc(OC)cc1)C(=O)N(C)[C@H](C(N)=O)C(C)C (stereo not given in full),7,0
Fc1ccc(NC(=S)Nc2cc(Cl)ccc2Cl)cc1,-6,-3
COc1ccc(NC2CCCN(C(=O)CCc3cccc(F)c3)C2)cc1 (stereo not given),-16,16
Cc1ccc(C(=O)NCC(=O)Nc2ccc(C)c(S(=O)(=O)Nc3ccc(Cl)cc3)c2)s1,-4,0
COc1ccc(/C=C/C(=O)c2c(C)nc3ccccn23)cc1,13,3
CCOc1ccccc1C(=O)NC(C(=O)NCc1ccc(F)cc1)C(C)C (stereo not given),-46,-2
CCCCCC[N+](C)(C)CC/C=C1/c2ccccc2Sc2ccc(Cl)cc21,56*,-1.9*
CC(C)(C)N(Cc1ccccc1)C(=O)COC(=O)c1ccc2ccccc2n1,-8,5
CC(C(=O)Nc1ccc2nccnc2c1)N1C(=O)C2C3C=CC(C3)C2C1=O (stereo not given),1,-3
CCOc1ccccc1OC(=O)c1cc2ccccc2oc1=O,-13,8
CC(Oc1ccc(Cl)cc1Cl)/C(N)=N/O (stereo not given),-4,3

Given with values under each structure: 3 of the compounds above
Under each structure – TAG inh	TAG inh DAPI viability
CCOc1ccccc1C(=O)NC(C(=O)NCc1ccc(F)cc1)C(C)C (stereo not given)
 : -46	-2
CCCCCC[N+](C)(C)CC/C=C1/c2ccccc2Sc2ccc(Cl)cc21
 : 56*	-1.9*
CC(C)(C)N(Cc1ccccc1)C(=O)COC(=O)c1ccc2ccccc2n1
 : -8	5

Remaining list, next part
mol,TAG inh,TAG inh DAPI viability
CCC(COC)NCc1cn(-c2ccc(OC)cc2)nc1-c1cccc(F)c1 (stereo not given),15,33
Cc1ccc(CN2CC(C(=O)Nc3cccc(C)n3)CC2=O)cc1 (stereo not given),-7,10
Cc1ccc(OCC(=O)NC(=S)Nc2ccc(S(=O)(=O)Nc3cc(C)on3)cc2)c(Br)c1,-3,-2
Cc1ccc(S(=O)(=O)N2Cc3ccccc3CC2C(=O)NC(C)(C)C)cc1 (stereo not given),1,-7
CCC(=O)N[C@@H]1CC(C(C)(C)NC(=O)CC)CC=C1C (stereo not given in full),-10,-5
COc1ccc(N2C(=O)CCC2=O)c(OC)c1,4,-6
Cc1onc(-c2ccccc2)c1C(=O)Nc1ccc(S(=O)(=O)N2CCCCC2)cc1,12,1
COc1ccc(C2c3[nH]c4ccccc4c3CCN2CCCn2cccn2)c(C)c1C (stereo not given),6,80
Cc1c([N+](=O)[O-])cc(N2C(=O)C=CC2=O)cc1[N+](=O)[O-],7,-4
CCOc1ccc(C(=O)NC2CCN(C(=O)NCc3ccccc3)CC2)cc1,8,-2
CCN(CC)C(=O)C(=O)N/N=C/c1ccc(C(=O)O)cc1,-7,-4
CCc1cccc(N(C(=O)c2csnn2)C(C(=O)NC(C)(C)CC)c2ccccn2)c1 (stereo not given),-15,-8
Cn1c(NC(=O)c2ccc3c(c2)OCO3)cc(=O)n(C)c1=O,-11,0
O=C(Nc1ccc(Cl)cc1)Nc1ccccc1C(=O)O,3,-6
CCCCn1c(N)c(N(CC)C(=O)c2ccc(N3CCCC3=O)cc2)c(=O)[nH]c1=O,34,-3
CCOC(=O)Cn1nnnc1C(C(C)C)N(Cc1cccs1)Cc1cc2cc(C)ccc2[nH]c1=O (stereo not given),-5,13
O=C1c2ccccc2-c2cccc(C(=O)N3CCCCC3)c21,-10,4
CC1=C(C(=O)OCCOc2ccccc2)C(c2coc3ccccc3c2=O)C2=C(CCCC2=O)N1 (stereo not given),-9,6
CCCN(CC(=O)Nc1ccccc1C)C(=O)/C=C/c1ccc(S(=O)(=O)N2CCCCCC2)cc1,12,-9
CC(Nc1ccccc1)c1cccnc1 (stereo not given),1,14
COc1ccc(-c2cc(C(=O)NCCCN3CCCC3=O)c3ccccc3n2)cc1OC,-1,3
COc1ccc(N2CCN(C(CNC(=O)C(=O)NC3CCCC3)c3ccco3)CC2)cc1 (stereo not given),10,-1
CN(C(=O)COC(=O)c1c2c(nc3ccccc13)CCCC2)c1c(N)n(Cc2ccccc2)c(=O)[nH]c1=O,10,4
CC1Cc2cc(-c3csc(NC(=O)CCl)n3)ccc2N1C(=O)C1CC1 (stereo not given),-16,10
Cc1ccc(C(=O)Nc2cc(C)c(OCC(=O)N3CCOCC3)c(C)c2)cc1,63*,-6.0*
O=C(O)CC1(CC(=O)NCc2csc(-c3cccs3)n2)CCCCC1,10,-6
COc1ccc(NC(=O)N2CCC(n3nnc4cc(C)ccc43)CC2)cc1,1,2
CC(C)OC(=O)C1C2C=CC3(CN(CC4CCCO4)C(=O)C13)O2 (stereo not given),-7,3
Cc1[nH]c2ccc(F)cc2c(=O)c1SC(F)(F)C(F)C(F)(F)F (stereo not given),-16,-2
CCC(C)c1ccc(NC(=O)C2CC3CCC2C3)cc1 (stereo not given),12,-6
COc1ccc2[nH]c(C(=O)O)c(NS(=O)(=O)c3ccc(Cl)s3)c2c1,5,-1
CC(C)N1C(=O)C(=O)N(CC(=O)N2CCc3ccccc32)C1=O,6,6
CC(=O)OC(C(=O)NC1CCCCC1)c1ccccc1Cl (stereo not given),5,-16
COc1ccc(S(=O)(=O)Nc2ccccc2C(=O)NCc2ccco2)cc1,0,-7
O=S1(=O)CCC(N=Nc2c(O)n(Cc3ccccc3)c3ccccc23)C1 (stereo not given),-2,9
CN1CCC(=O)N(CCSc2ccc(Br)cc2)CC1,0,-2
Cc1c(NC(=S)NC(=O)C(c2ccccc2)c2ccccc2)cccc1C(=O)O,0,-6
COc1ccc(C[C@@H]2CN3C(=NC[C@@H]3C)N2C[C@H](C)NC(=O)CCC2CCCCC2)cc1,13,-11
Cn1c(=O)c(/C(N)=N/OC(=O)c2ccccc2)cn(-c2ccccc2)c1=O,19,-10
COc1ccc(NCC(=O)Nc2cc(S(=O)(=O)N3CCOCC3)ccc2N2CCOCC2)c(OC)c1,2,-1
O=C1CN(C(=O)CNC(=O)c2ccccc2Cl)c2ccccc2N1,7,0
COc1cc(C2C=C(c3cccs3)Nc3ncnn32)cc(OC)c1OC (stereo not given),-3,13
Cc1ccc(NC(=O)CSc2nc3ccccc3c(=O)[nH]2)cc1[N+](=O)[O-],12,8
COc1ccc(C(=O)NC2=NCCS2)cc1S(=O)(=O)N1CCCCC1C (stereo not given),-10,10
COC(=O)c1ccc(-n2c(C)cc(C(=O)CCl)c2C)cc1,9,-16
O=C(NCCCn1ccnc1)c1ccc(-c2cccc(Cl)c2Cl)o1,5,4
CC(C(=O)N1CCc2ccccc21)N(C)CC(=O)Nc1cccc(F)c1 (stereo not given),-2,-5
CC(C(=O)N1CCCC1)N1CCN(c2ccccc2O)CC1 (stereo not given),-9,-3
CN1C[C@@H]2[C@@H]3C(=O)N(Cc4ccccc4)C(=O)[C@@H]3[C@](C)(C1=O)N2C(=O)c1ccccc1,-12,0
CCOC(=O)C(=O)Cc1cccnn1,4,-8

The list goes on.
mol,TAG inh,TAG inh DAPI viability
COc1ccc(CN(CCC(c2ccccc2)c2ccco2)C(=O)c2ccco2)cc1 (stereo not given),-5,-8
Cc1ccnn1CCC(=O)N1CCCC(CCC(=O)N2CCN(c3ccccn3)CC2)C1 (stereo not given),16,-1
Cc1cccc(C(=O)NC(=S)Nc2ccc(S(=O)(=O)N(C)c3ccccc3)cc2)c1,11,-6
Cc1ccc(OC[C@H](O)[C@H](C)NC(C)C)c2c1CCC2,10,-1
Cc1ccc(CNC(=O)COC(=O)c2ccc(S(=O)(=O)N3CCCCCC3)cc2)cc1,-2,0
CCC(C)NC(=O)C1c2cc(OC)c(OC)cc2C(=O)N(C)C1c1cccs1 (stereo not given),10,-17
Cc1ccc2c(c1)N(Cc1ccccc1)C(=O)C(C)O2 (stereo not given),-11,-8
COC(=O)C1(Cc2cc(-c3cccc(Br)c3)no2)CCN(C(=O)OC(C)(C)C)CC1,-25,2
CC(C)(C)c1cc(OC(=O)C2CCCC2)ccc1O,15,2
CCN(CCNC(=O)C1CCC(=O)N1Cc1ccc(C)cc1)c1ccccc1 (stereo not given),3,-12
CC(=O)Oc1cccc(/C=C2\Sc3ccccc3C2=O)c1,-12,3
CC(C)N1C(=O)C(O)(C2COC(C)(C)CC2=O)c2ccccc21 (stereo not given),14,3
CNc1ncc(C(=O)c2ccc(F)cc2)s1,-9,13
CC(=O)c1ccc(OC(=O)COc2ccccc2)cc1,8,-7
CCOc1ccc(/C=N/OCC(=O)Nc2ccc(OCc3ccccc3)cc2)cc1OC,-7,-7
CCOC(=O)c1cn2nc(Oc3cccc(C(F)(F)F)c3)ccc2n1,10,5
Cc1cnc(NC(=O)Cc2ccc(S(=O)(=O)N3CCOCC3)s2)s1,3,-11
COc1ccc(N2CCN(C(=O)NC(=O)c3ccccc3)CC2)cc1,7,4
COc1ccc(OC)c(-n2c(SC)nnc2-c2c[nH]c3ccccc23)c1,-2,-2
COc1ccc(CCn2nnnc2C(C(C)C)N2CCN(c3ncccn3)CC2)cc1OC (stereo not given),21,-3

A second format for part of the listing above.
The line under a structure holds: TAG inh	TAG inh DAPI viability
> CC(=O)c1ccc(OC(=O)COc2ccccc2)cc1
→ 8	-7
> CC(C)N1C(=O)C(O)(C2COC(C)(C)CC2=O)c2ccccc21 (stereo not given)
→ 14	3
> COc1ccc(CCn2nnnc2C(C(C)C)N2CCN(c3ncccn3)CC2)cc1OC (stereo not given)
→ 21	-3
> COc1ccc(OC)c(-n2c(SC)nnc2-c2c[nH]c3ccccc23)c1
→ -2	-2
> CC(=O)Oc1cccc(/C=C2\Sc3ccccc3C2=O)c1
→ -12	3
> CCOC(=O)c1cn2nc(Oc3cccc(C(F)(F)F)c3)ccc2n1
→ 10	5

New compounds follow.
mol,TAG inh,TAG inh DAPI viability
COc1ccc(C(F)(F)F)cc1N/C=C\c1nnnn1-c1ccccc1,6,18
O=C(O)Cc1c(-c2ccccc2)c2cc(Br)ccc2[nH]c1=O,14,-14
COc1ccc(/C=N/Nc2ccccc2)cc1Cn1nc(C)c([N+](=O)[O-])c1C,22,2
O=C(COc1ccc2c(-c3ccccc3)cc(=O)oc2c1)NC(Cc1c[nH]c2ccccc12)C(=O)O (stereo not given),-23,11
COCCNc1nc2cc(-c3cccc(Cl)c3)sc2c(=O)n1C,0,12
O=C(O)COc1ccccc1/C=N/NC(=O)CSc1nc2ccccc2n1Cc1ccc(Cl)cc1,2,2
